From PubChem
PRC2 inh – EZH2 (human) methyltransferase inhibition | Q15910 | PRC2 H3K27 methylation, DELFIA TRF, 1 h | inhibition, % at 12.5 µM | 0.35% of 57,000 active;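 active = mean inhibition of replicates at least 50% and every single replicate also reaching 50%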;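 note: dimethyl H3K27 on biotinylated H3 21-44 peptide detected by antibody; plate controls were median neutral control wells for no effect and median positive control wells for full effect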
Target sequence (Q15910 whole entry, looked up): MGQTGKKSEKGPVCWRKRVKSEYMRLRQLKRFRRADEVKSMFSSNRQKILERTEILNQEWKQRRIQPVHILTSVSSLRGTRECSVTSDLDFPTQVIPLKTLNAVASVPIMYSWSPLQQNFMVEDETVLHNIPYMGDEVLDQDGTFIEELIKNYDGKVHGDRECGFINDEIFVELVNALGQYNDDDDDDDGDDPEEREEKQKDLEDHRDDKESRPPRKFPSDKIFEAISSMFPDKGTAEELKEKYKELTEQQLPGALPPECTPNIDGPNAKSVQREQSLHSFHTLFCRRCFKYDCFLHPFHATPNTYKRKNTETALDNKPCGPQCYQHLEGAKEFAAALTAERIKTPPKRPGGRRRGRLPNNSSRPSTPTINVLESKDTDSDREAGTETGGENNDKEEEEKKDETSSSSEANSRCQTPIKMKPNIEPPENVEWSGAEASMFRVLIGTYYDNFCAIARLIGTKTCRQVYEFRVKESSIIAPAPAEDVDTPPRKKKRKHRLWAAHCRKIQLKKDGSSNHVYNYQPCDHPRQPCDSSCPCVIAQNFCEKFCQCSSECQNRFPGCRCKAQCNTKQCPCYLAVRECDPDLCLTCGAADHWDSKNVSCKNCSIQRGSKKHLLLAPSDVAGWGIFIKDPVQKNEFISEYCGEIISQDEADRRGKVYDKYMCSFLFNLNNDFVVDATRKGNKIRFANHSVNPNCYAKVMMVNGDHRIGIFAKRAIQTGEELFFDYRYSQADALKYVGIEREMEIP
IDH1 mut inh – blocks human IDH1 R132H reductase activity | diaphorase/resazurin fluorescence, 60 min | inhibition, % at 10 µM | 0.18% of 70,000 active | AID 624101; in the data active = inhibition above about 34%;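 note: 0% = DMSO and 100% = no enzyme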
Starred values were filed as active, the others as inactive; · = not tested or not shown. The list is partial (hit frequency here may not be typical).

SMILES,PRC2 inh,IDH1 mut inh
Cc1noc(C)c1NC(=O)N(C)C[C@@H]1Oc2c(NC(=O)Nc3ccc(C(F)(F)F)cc3)cccc2C(=O)N([C@H](C)CO)C[C@H]1C,·,1.3
O=C(Nc1cc(F)ccc1F)N[C@H]1CC[C@@H](CC(=O)N2CCc3ccccc3C2)O[C@@H]1CO,-6,0.1
Cc1cc(=O)[nH]c(Nc2nc(C)c3cccc(C)c3n2)n1,-6,0.2
COc1cc(/C=N/NC(=O)CCCCCC(=O)Nc2ccccc2O)c(Br)cc1O,-2,·
CNC[C@H]1OCCCC[C@H](C)Oc2ccc(N)cc2C(=O)N([C@@H](C)CO)C[C@@H]1C,-1,·
CCC(=O)N[C@@H]1C=C[C@H](CC(=O)NCCN2CCCCC2)O[C@@H]1CO,21,-0.1
CC(C)CC#Cc1ccc2c(c1)O[C@@H](CN(C)C(=O)c1ccccc1)[C@H](C)CN([C@@H](C)CO)S2(=O)=O,6,-0.1
C[C@@H](NC(=O)C[C@@H]1CC[C@@H](NC(=O)C2CC2)[C@@H](CO)O1)c1ccccc1,-5,-0.4
C[C@@H]1CN([C@@H](C)CO)C(=O)c2cc(NC(=O)NC3CCCCC3)ccc2O[C@H]1CN(C)Cc1ccc2c(c1)OCO2,7,-0.4
CN1C(=O)C(CC(=O)Nc2ccc(Cl)cc2)N(Cc2ccco2)C1=S (centres undefined),-10,2.2
O=C1NCc2c1c1c3ccccc3[nH]c1c1[nH]c3ccccc3c21,·,-0.3
CO[C@H]1CN(C)C(=O)c2ccc(NC(=O)Cc3ccccc3)cc2OC[C@@H](C)NC[C@H]1C,3,0.5
C[C@H](CO)N1C[C@H](C)[C@@H](CN(C)S(=O)(=O)c2cccs2)Oc2ccc(NC(=O)CCC(F)(F)F)cc2C1=O,·,-0.8
COCC#Cc1ccc2c(c1)O[C@@H](CN(C)C(=O)C1CCC1)[C@H](C)CN([C@H](C)CO)S2(=O)=O,-6,·
O=C(NCC[C@H]1CC[C@H](NS(=O)(=O)c2ccccc2)[C@@H](CO)O1)c1ccccc1F,-5,-0.1
COC(=O)C[C@@H]1C[C@H]2c3cc(NC(=O)Nc4ccc(OC)cc4)ccc3O[C@H]2[C@H](CO)O1,5,-1.7
C[C@@H]1CCCCO[C@H](CN(C)C(=O)Nc2ccccc2)[C@H](C)CN([C@@H](C)CO)C(=O)c2cc(NC(=O)Cc3ccccc3)ccc2O1,·,0.1
CO[C@@H]1CN(C)C(=O)c2ccc(NC(=O)c3ccc(Oc4ccccc4)cc3)cc2OC[C@@H](C)N(C(C)=O)C[C@H]1C,-4,0.2
Cc1noc(C)c1S(=O)(=O)N(C)C[C@H]1Oc2ccc(NS(=O)(=O)c3cccs3)cc2CC(=O)N([C@H](C)CO)C[C@H]1C,·,-0.6
COc1ccc(/C=N/NC(=O)CCCCCC(=O)O)c(O)c1,-11,·
O=C(CSc1ncn[nH]1)Nc1ccc(-c2nc3ccccc3s2)cc1,·,0.0
O=C(C[C@H]1C[C@@H]2c3cc(NS(=O)(=O)c4ccccc4)ccc3O[C@@H]2[C@H](CO)O1)NC1CCCCC1,24,-0.3
O=C(N[C@@H]1CC[C@H](CCNS(=O)(=O)c2cccc(Cl)c2)O[C@@H]1CO)c1ccc(F)cc1,2,-0.1
C[C@@H]1CCCCO[C@@H](CN(C)C(=O)c2ccncc2)[C@H](C)CN([C@@H](C)CO)C(=O)c2cc(NC(=O)CCC(F)(F)F)ccc2O1,·,3.3
Cc1noc(C)c1NC(=O)Nc1ccc2c(c1)CC(=O)N([C@H](C)CO)C[C@H](C)[C@H](CN(C)Cc1ccc(Cl)c(Cl)c1)O2,-8,·
C[C@H]1CN([C@@H](C)CO)C(=O)c2cc(C#CC3CC3)cnc2O[C@H]1CN(C)C(=O)Nc1ccccc1,8,·
CO[C@H]1CN(C)C(=O)c2ccc(NS(C)(=O)=O)cc2OC[C@@H](C)NC[C@@H]1C,-3,0.1
C[C@H](CO)N1C[C@H](C)[C@@H](CN(C)Cc2ccccc2)OCCCC[C@H](C)Oc2ccc(NS(=O)(=O)c3ccc(F)cc3)cc2C1=O,·,-1.2
C[C@@H]1CN([C@H](C)CO)C(=O)c2cc(C#CCN(C)C)cnc2O[C@H]1CN(C)C(=O)Cc1ccncc1,·,0.3
COc1ccc(NC(=O)CS(=O)(=O)Cc2ccccc2)c([N+](=O)[O-])c1,3,0.0

Brought forward from above: 2 entries; new compounds follow.
SMILES,PRC2 inh,IDH1 mut inh
C[C@@H]1CN([C@H](C)CO)C(=O)c2cc(C#CCN(C)C)cnc2O[C@H]1CN(C)C(=O)Cc1ccncc1,·,0.3
COc1ccc(NC(=O)CS(=O)(=O)Cc2ccccc2)c([N+](=O)[O-])c1,3,0.0
C[C@H]1CN([C@@H](C)CO)C(=O)c2cccc(NS(=O)(=O)c3cccs3)c2O[C@@H]1CN(C)C(=O)Nc1cccc2ccccc12,·,-2.2
CS(=O)(=O)N(CC(=O)Nc1cccc(Br)c1)c1ccccc1F,-16,0.0
CCN(CC(=O)Nc1cccc([N+](=O)[O-])c1)S(=O)(=O)c1ccc(Br)cc1,12,0.4
CC(C)CC#Cc1cnc2c(c1)C(=O)N([C@H](C)CO)C[C@@H](C)[C@H](CN(C)C(=O)NC1CCCC1)O2,2,-0.1
O=S(=O)(Nc1ncccn1)c1ccc(NC(=S)Nc2ccc3c(c2)CCC3)cc1,-4,1.4
COc1ccc(S(=O)(=O)Nc2ccc3c(c2)CC(=O)N([C@@H](C)CO)C[C@@H](C)[C@@H](CN(C)CC2CCCCC2)O3)cc1,·,0.6
O=C(C[C@H]1C=C[C@@H](NC(=O)C2CCOCC2)[C@H](CO)O1)NCc1ccncc1,2,-0.1
CC(C)NC(=O)N(C)C[C@H]1Oc2ncc(C#CCc3ccccc3)cc2C(=O)N([C@@H](C)CO)C[C@@H]1C,1,-0.3
C[C@H](CO)N1C[C@H](C)[C@H](CN(C)C(=O)Nc2ccc(F)cc2)Oc2ccc(NC(=O)CCCCCC(=O)Nc3ccccc3N)cc2CC1=O,17,·
C[C@@H]1CCCCO[C@@H](CN(C)C(=O)c2ccccc2)[C@@H](C)CN([C@H](C)CO)C(=O)c2cc(NS(=O)(=O)c3ccccc3)ccc2O1,·,-1.9

Another view of some results above.
Values run as follows: PRC2 inh | IDH1 mut inh
> COCC#Cc1ccc2c(c1)O[C@@H](CN(C)C(=O)C1CCC1)[C@H](C)CN([C@H](C)CO)S2(=O)=O
→ -6 | ·
> O=C(NCC[C@H]1CC[C@H](NS(=O)(=O)c2ccccc2)[C@@H](CO)O1)c1ccccc1F
→ -5 | -0.1
> COC(=O)C[C@@H]1C[C@H]2c3cc(NC(=O)Nc4ccc(OC)cc4)ccc3O[C@H]2[C@H](CO)O1
→ 5 | -1.7
> C[C@@H]1CCCCO[C@H](CN(C)C(=O)Nc2ccccc2)[C@H](C)CN([C@@H](C)CO)C(=O)c2cc(NC(=O)Cc3ccccc3)ccc2O1
→ · | 0.1

Additional compounds.
SMILES,PRC2 inh,IDH1 mut inh
CCC(C)(C)C(=O)OC1CC(C)C=C2C=CC(C)C(CCC3CC(O)CC(=O)O3)C21 (centres undefined),·,8.6
C[C@@H]1CN([C@@H](C)CO)C(=O)Cc2cc(NC(=O)c3ccncc3)ccc2O[C@H]1CN(C)S(=O)(=O)c1ccc(F)cc1,-4,-0.1
C[C@@H]1CN([C@@H](C)CO)C(=O)Cc2cc(NS(C)(=O)=O)ccc2O[C@@H]1CN(C)Cc1ccc(C(=O)Nc2ccccc2N)cc1,6,0.3
C[C@H](CO)N1C[C@H](C)[C@H](CN(C)C)OCCCC[C@H](C)Oc2ccc(NC(=O)Nc3ccc4c(c3)OCO4)cc2C1=O,-5,-1.9
COCC(=O)N(C)C[C@H]1Oc2ncc(C#Cc3ccc(F)cc3)cc2C(=O)N([C@H](C)CO)C[C@H]1C,-6,-1.2
Cc1noc(C)c1S(=O)(=O)N(C)C[C@@H]1Oc2ccc(NC(=O)Cn3cnnn3)cc2CC(=O)N([C@@H](C)CO)C[C@H]1C,·,0.5
CN(C)CCCNC(=O)[C@@]1(c2ccc([N+](=O)[O-])cc2)CC(=O)N(CC23CC4CC(CC(C4)C2)C3)[C@@H]1c1ccc(CO)cc1,-22,·
Cc1noc(C)c1NC(=O)Nc1cccc2c1O[C@@H](CN(C)C)[C@H](C)CN([C@@H](C)CO)C2=O,·,0.0
C[C@@H]1CN([C@@H](C)CO)C(=O)c2cc(NC(=O)CCCCCC(=O)Nc3ccccc3N)ccc2O[C@H]1CN(C)S(C)(=O)=O,17,·
O=C(CCN1CCCCC1)NCC[C@H]1CC[C@H](NC(=O)c2ccc(F)cc2)[C@H](CO)O1,11,0.0
CO[C@H]1CN(C)C(=O)c2cc(NS(=O)(=O)c3ccc(Cl)cc3)ccc2OC[C@@H](C)NC[C@H]1C,3,0.1
CCNC(=O)c1cc2c(c(-c3cccc(C4=CCCC4)c3)n1)[C@H](CCO)N([S@@](=O)C(C)(C)C)C2,6,0.1
COc1ccc(NC(=O)N(C)C[C@H]2OCc3ccccc3-c3c(n(C)c4ccccc34)C(=O)N([C@@H](C)CO)C[C@@H]2C)cc1,-11,·
CCCCn1c(=O)c2c(ncn2CC(C)=O)n(CCCC)c1=O,5,-1.0
CC(C)OC(=O)N(C)C[C@@H]1OCc2ccccc2-c2ccccc2C(=O)N([C@H](C)CO)C[C@H]1C,-5,0.0
CO[C@H]1CN(C)C(=O)c2cc(NC(=O)Nc3ccccc3F)ccc2OC[C@@H](C)N(C(C)=O)C[C@@H]1C,2,0.2
CC(C)NC(=O)N(C)C[C@H]1Oc2cc(-c3cncnc3)ccc2S(=O)(=O)N([C@H](C)CO)C[C@H]1C,-13,0.1
CC(C)NC(=O)N(C)C[C@H]1Oc2cc(-c3ccccc3F)ccc2S(=O)(=O)N([C@@H](C)CO)C[C@@H]1C,11,0.5
O=C(O)c1cccc(S(=O)(=O)NCc2ccco2)c1,·,-0.8
C[C@@H]1CN([C@H](C)CO)C(=O)Cc2cc(NC(=O)C3CCCCC3)ccc2O[C@H]1CN(C)C(=O)Nc1cccc2ccccc12,·,3.5
COc1ccc(NC(=O)Nc2ccc3c(c2)C(=O)N([C@H](C)CO)C[C@H](C)[C@@H](CN(C)C(=O)NC2CCCCC2)OCCCC[C@H](C)O3)cc1,·,0.0
C[C@@H]1CCCCO[C@@H](CN(C)C(=O)Nc2ccc(F)cc2)[C@H](C)CN([C@H](C)CO)C(=O)c2cc(N(C)C)ccc2O1,-4,·
CCCNC(=O)C[C@H]1C[C@@H]2c3cc(NC(=O)c4ccc5c(c4)OCO5)ccc3O[C@@H]2[C@@H](CO)O1,-17,-0.2
Cc1noc(C)c1NC(=O)N(C)C[C@@H]1Oc2ccc(NS(=O)(=O)c3ccc(Cl)cc3)cc2C(=O)N([C@@H](C)CO)C[C@H]1C,·,-0.8
CO[C@@H]1CN(C)C(=O)c2cc(NC(=O)C3CCCCC3)ccc2OC[C@@H](C)N(C)C[C@@H]1C,3,0.2
COc1c(O[C@@H]2O[C@H](C(=O)O)[C@@H](O)[C@H](O)[C@H]2O)cc(O)c2c(=O)cc(-c3ccccc3)oc12,·,1.2
C[C@H]1CN([C@@H](C)CO)S(=O)(=O)c2ccc(C#Cc3ccccc3)cc2O[C@H]1CN(C)C(=O)C1CC1,-7,0.0
CC(C)NC(=O)Nc1ccc2c(c1)C(=O)N([C@@H](C)CO)C[C@H](C)[C@@H](CN(C)C(=O)C1CCCCC1)OCCCC[C@H](C)O2,-12,-0.7
Cn1cnc(S(=O)(=O)N[C@H]2CC[C@@H](CC(=O)N3CCN(c4ccccc4)CC3)O[C@H]2CO)c1,7,-0.1
C[C@H]1CN([C@@H](C)CO)C(=O)c2cccc(NC(=O)Nc3ccc4c(c3)OCO4)c2O[C@H]1CN(C)Cc1ccc(C(F)(F)F)cc1,·,-1.1
C[C@H]1CN([C@@H](C)CO)C(=O)c2cc(C3=CCCCC3)cnc2O[C@@H]1CN(C)S(=O)(=O)c1cn(C)cn1,-14,·
C[C@@H]1CN([C@H](C)CO)C(=O)c2cc(-c3ccncc3)cnc2O[C@@H]1CN(C)S(=O)(=O)c1ccccc1,·,0.1
COCCNC(=O)c1cc(-c2cccnc2)nc2ccc(Br)cc12,16,0.1
C[C@H](CO)N1C[C@H](C)[C@H](CN(C)Cc2ccncc2)Oc2c(NC(=O)C3CC3)cccc2C1=O,1,1.3
CCCC(=O)Nc1ccc2c(c1)OC[C@H](C)N(C(=O)CC1CC1)C[C@@H](C)[C@H](OC)CN(C)C2=O,0,0.1
Cc1cc(C)n2nc3nc(N4CCOCC4)nc(-c4ccc(C(C)C)cc4)c3c2n1,-27,1.2
Cc1ccc(S(=O)(=O)N(C)C[C@@H]2Oc3c(NC(=O)c4ccncc4)cccc3C(=O)N([C@H](C)CO)C[C@H]2C)cc1,8,·
COc1cccc(CNC(=O)C[C@@H]2C=C[C@@H](NC(=O)C3CC3)[C@H](CO)O2)c1,2,0.3
O=C1c2c(O)cc(O)cc2O[C@@H](c2ccc(O)cc2)[C@H]1[C@@H]1C(=O)c2c(O)cc(O)cc2O[C@H]1c1ccc(O)cc1,·,27
Cc1cc(-n2c(SCC(=O)Nc3ccccc3)nnc2-c2cccnc2)ccc1Cl,5,0.0
COCC(=O)N[C@H]1C=C[C@H](CC(=O)N2CCCCC2)O[C@@H]1CO,9,0.0
Cn1cnc(S(=O)(=O)N[C@@H]2CC[C@H](CC(=O)NCC3CCCCC3)O[C@H]2CO)c1,10,0.2
COc1ccc(-c2nnc(SCC(=O)Nc3cccc(C)c3C)o2)cc1,19,0.0
Cc1ccc(-c2ccc3c(c2)O[C@@H](CN(C)C(=O)Nc2ccc(F)cc2)[C@H](C)CN([C@H](C)CO)S3(=O)=O)cc1,-18,-1.1
